# CHO-K1 Ca ag: counter-screen for M1 agonists: effect in parental CHO-K1 cells; Fluo-8 calcium fluorescence; scaled to maximal ATP response, vehicle zero; activation, % at 3 µM; 360,000 compounds, 0.48% hits; AID 602248; in the data active = activation above about 15%;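 note: untransfected CHO-K1 host cells lacking M1 receptor as counterscreen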
# CHO-K1 Ca antag: nonselective inhibitor or artifact in parental CHO-K1 cells; ATP-induced calcium, Fluo-8 fluorescence; inhibition, % at 3 µM; 360,000 compounds, 0.6% hits;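 active = inhibition above a per-plate cutoff, the plate's mean sample inhibition plus 3 SD, cut at about 24% in these data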;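 note: 0% = DMSO plus EC80 ATP and 100% = DMSO alone without ATP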
# CHO parental Ca: counter-screen: ATP calcium response change in parental CHO cells. parental CHO-K1, ATP-induced calcium, Fluo-8 fluorescence. inhibition, % at 5.6 µM. 330,000 compounds, 0.63% hits;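 active = inhibition above that plate's mean sample inhibition plus 3 SD, cut at about 26% in these data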;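 note: 0% = ATP-challenged DMSO wells and 100% = DMSO wells without ATP; some compounds past the cut are filed as inactive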
#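 Test system: untransfected parental CHO cell line; also added: ATP stimulus; dosing: 5.6 µM, single dose; signal: calcium-sensitive Fluo-8 fluorescence; measure: percent inhibition of ATP-evoked calcium rise, normalized to controls; benchmarks: low control ATP plus DMSO, high control DMSO only; replication: one well per compound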
# CHRM1 antagonist: blocks human M1 muscarinic receptor | P11229 | CHO-K1 hM1, Fluo-8 calcium fluorescence, ACh EC80 antagonist | inhibition, % at 3 µM | 360,000 compounds, 1.3% hits | AID 588852;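 active = percent inhibition above its own plate's cutoff, namely the mean of that plate's compound wells plus 3 SD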;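 note: peak over basal fluorescence ratio during 140 s after agonist addition; 0% = ACh EC80 plus DMSO and 100% = DMSO alone without agonist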
# Target sequence (P11229 whole entry, looked up): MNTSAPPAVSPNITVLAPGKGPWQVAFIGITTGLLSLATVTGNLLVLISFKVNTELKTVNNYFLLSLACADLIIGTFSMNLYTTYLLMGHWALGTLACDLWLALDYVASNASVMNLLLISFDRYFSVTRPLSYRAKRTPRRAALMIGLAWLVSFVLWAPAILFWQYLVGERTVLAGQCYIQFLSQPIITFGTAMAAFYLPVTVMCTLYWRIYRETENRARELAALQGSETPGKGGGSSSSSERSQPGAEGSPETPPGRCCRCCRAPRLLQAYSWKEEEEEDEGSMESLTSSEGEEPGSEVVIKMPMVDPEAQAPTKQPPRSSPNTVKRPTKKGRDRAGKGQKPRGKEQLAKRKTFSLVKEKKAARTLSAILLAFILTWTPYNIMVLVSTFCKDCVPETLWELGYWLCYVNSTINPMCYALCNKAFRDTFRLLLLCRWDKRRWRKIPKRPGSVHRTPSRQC
# CHRM1 PAM: human CHRM1 positive allosteric modulation. P11229. CHO-K1 hM1, Fluo-8 calcium fluorescence, ACh EC20; 0% = ACh EC20, 100% = maximal ACh. activation, % at 3 µM. 360,000 compounds, 0.088% hits; in the data active = activation above about 19%, passing the limit was not always enough
# CHO-K1 Ca PAM: counter-screen for M1 PAMs: effect in parental CHO-K1 cells; ATP EC20, Fluo-8 calcium fluorescence; 0% at ATP EC20, 100% at ATP max; activation, % at 3 µM; 360,000 compounds, 0.02% hits; AID 602247;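 active = activation above the run cutoff, the mean activation of all test compounds plus 3 SD, cut at about 40% in these data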;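 note: peak over basal fluorescence ratio in a 140 s read after ATP addition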
# TAAR1 ag: agonists of human TAAR1; Q96RJ0; CHO RD-HGA16 TAAR1, Fluo-8 calcium fluorescence; vehicle wells 0%, saturating PEA agonist 100%; activation, % at 3 µM; 360,000 compounds, 0.99% hits; AID 624467;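 active = activation above the mean activation of all test compounds in the run plus 3 SD, cut at about 38% in these data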
# Target sequence (Q96RJ0 whole entry, looked up): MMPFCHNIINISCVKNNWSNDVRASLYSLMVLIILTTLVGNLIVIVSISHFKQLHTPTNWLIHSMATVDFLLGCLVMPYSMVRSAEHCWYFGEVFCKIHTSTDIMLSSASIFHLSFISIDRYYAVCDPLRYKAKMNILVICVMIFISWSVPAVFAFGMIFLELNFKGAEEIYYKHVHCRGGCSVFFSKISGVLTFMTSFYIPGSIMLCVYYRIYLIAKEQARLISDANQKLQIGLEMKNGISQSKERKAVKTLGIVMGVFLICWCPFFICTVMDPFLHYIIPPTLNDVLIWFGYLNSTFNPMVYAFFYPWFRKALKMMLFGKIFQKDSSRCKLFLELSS
#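 Assay system – CHO-derived RD-HGA16 cells with stable Gα16 and human TAAR1 · Compound dosing – one-point dosing at 3 µM (nominal) · Incubation – 17-24 h seeding, 75 min 37 °C dye, 30 min RT · Measured by – kinetic Fluo-8 calcium fluorescence · Control set – DMSO vehicle as 0%, PEA at EC100 as 100% · Repeats – single well for each compound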
# TAAR1 antag: human TAAR1 antagonism; CHO RD-HGA16 TAAR1, Fluo-8 calcium fluorescence, antagonist; inhibition, % at 3 µM; Q96RJ0; 360,000 compounds, 1.5% hits;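 active = inhibition above a per-plate cutoff, the mean inhibition of test compounds on that plate plus 3 SD, cut at about 49% in these data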;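 note: 0% = DMSO plus EC80 beta-PEA response and 100% = DMSO alone without agonist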
#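 Test system: CHO RD-HGA16 cells bearing hTAAR1 | Reagent: β-PEA, EC80 | Compound dosing: 3 µM, single point | Schedule: Dye loading 75 min at 37 °C, then 30 min room temperature | Signal: Calcium fluorescence with Fluo-8 | Evaluation: Percent inhibition of PEA-evoked calcium signal, max/basal emission ratio | Control set: DMSO-only wells and EC80 β-PEA-stimulated wells | Repeats: Singlicate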
# M1 ag: agonists of human M1 muscarinic receptor | CHO-K1 hM1, Fluo-8 calcium fluorescence, agonist mode; 0% DMSO, 100% acetylcholine EC100 | 360,000 compounds, 0.33% hits | AID 588814 | P11229 | activation, % at 3 µM;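 active = activation above the run's mean compound activation plus 3 SD, cut at about 16% in these data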;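 note: peak over basal fluorescence ratio within a 140 s kinetic read after compound addition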
# * hit, by the source's call; nt = no result given. No enrichment for hits; overall some 4.4% were active at least once.
SMILES,CHO-K1 Ca ag,CHO-K1 Ca antag,CHO parental Ca,CHRM1 antagonist,CHRM1 PAM,CHO-K1 Ca PAM,TAAR1 ag,TAAR1 antag,M1 ag
Cc1nn(C)c(C)c1S(=O)(=O)N1CCC(CO)(Cc2ccc(Cl)cc2)CC1,1.6,-1,-14,-1,3,5,6,16,-6
Cc1cc(C)n(-c2c(C)[nH]c3ccccc23)n1,4.4,-12,-3,-13,11,20,2,-2,-2
CN(CC(=O)Nc1cccnc1)S(=O)(=O)c1ccccc1,0.3,6,-6,-5,6,13,7,9,-5
CCC(C)NC(=O)N1c2ccccc2Sc2ccccc21 (stereo not given),0.0,-14,-23,6,-9,10,-1,2,-9
COc1ccc(CNC(=O)C(C)N2C(=O)COc3ccc(C)cc32)c(OC)c1 (stereo not given),0.9,-17,5,-22,2,13,1,-16,-3
O=C(O)/C(=C/c1ccc(Cl)c([N+](=O)[O-])c1)c1ccc(S(=O)(=O)N2CCCCC2)s1,0.1,-1,nt,-3,0,-3,0,-14,-1
COCCn1c(N)c(Sc2ccc([N+](=O)[O-])cc2)c(=O)[nH]c1=O,-0.1,4,3,-9,8,-4,2,-24,-4
NC(=O)C(c1ccc(Cl)cc1)c1ccc(Sc2ccc(Cl)cc2)nn1 (stereo not given),1.6,5,11,8,-4,-4,7,27,0
CC12CCC(=O)N1C(C(=O)Nc1cccc(S(=O)(=O)N3CCCCCC3)c1)CS2 (stereo not given),0.7,13,-18,-1,11,-8,5,-17,4
CCOC(=O)Cc1c(C)nc2c(C#N)c[nH]n2c1=O,-0.1,-20,-1,-5,2,17,8,-19,-2
[O-]/C(=C(\C(=S)Nc1cccc2ccccc12)[n+]1ccccc1)c1cccs1,0.0,-12,-13,-1,4,0,1,-20,-7
CC(C)c1cc(C(=O)Nc2ccc3c(c2)OCO3)no1,0.5,6,2,-7,6,6,1,-7,-7
Cc1ccn(CCC(=O)N2CCCC(CCC(=O)N3CCN(c4ccccn4)CC3)C2)n1 (stereo not given),1.4,-4,-22,-10,8,9,1,11,-13
C/C(CCc1ccccc1)=N\NC(=O)CCc1ccccc1,0.3,4,-14,-2,-2,10,2,0,-7
CCN(CC)S(=O)(=O)c1ccc(NC(=S)NC(=O)C2CCC2)cc1,6.6,-12,nt,-3,2,14,1,-25,-2
CC1CC2=C(NC(=S)NC2c2ccc(F)cc2)/C(=C/c2ccc(F)cc2)C1 (stereo not given),-0.2,-7,-19,-11,11,11,2,0,-4
Cc1cc2ccccn2c1C(=O)c1ccc(C#N)cc1,0.1,6,-19,17,-8,-32,-2,6,-8
COCOCCn1cc(CN2CCS(=O)(=O)N(Cc3ccc(-c4ccc(OC)cc4)cc3)C(CC(C)C)C2=O)nn1 (stereo not given),1.7,-5,nt,0,1,0,8,54*,-5
COc1cccc(C(NC(C)=O)c2nc(-c3ccc4ccccc4c3)cs2)c1 (stereo not given),1.4,-5,nt,17,-11,14,5,-25,-2
COc1cccc(C2CC(c3c(Cl)cccc3Cl)n3nc(N)nc3N2)c1 (stereo not given),0.2,6,-9,0,1,1,5,19,-3
COc1cccc(C(NC(C)=O)c2nc(-c3ccc4c(c3)OCO4)cs2)c1 (stereo not given),1.0,1,nt,-17,6,-3,2,-12,1
COc1ccc(Cl)cc1NC(=O)CCc1nnc2ccc(N3CCC4(CC3)OCCO4)nn12,2.3,-27,-9,5,-1,-3,6,-22,-2
CCCCCc1c(O)c2ccccc2[nH]c1=O,0.2,0,-10,-3,5,8,4,6,-1
CC(C)Cc1nnc(NC(=O)CSc2ccccn2)s1,2.0,-4,-10,-9,4,10,13,5,1
O=C(NC1CCSc2ccccc21)c1cc([N+](=O)[O-])ccc1N1CCOCC1 (stereo not given),0.6,-2,-16,-17,5,11,-1,-6,-5

# Remaining list, next part
SMILES,CHO-K1 Ca ag,CHO-K1 Ca antag,CHO parental Ca,CHRM1 antagonist,CHRM1 PAM,CHO-K1 Ca PAM,TAAR1 ag,TAAR1 antag,M1 ag
O=C(CN1c2ccccc2Sc2ccccc21)N/N=C/c1ccc(Cl)cc1Cl,-0.2,3,-7,-13,8,4,5,-12,-2
COc1cc(NC(=O)COc2ccccc2Cl)ccc1NC(=O)c1cccs1,4.8,6,-6,5,4,-11,8,57*,1
Cc1ccc(SCc2cn3cccnc3n2)cc1,-0.2,-8,-5,-9,4,10,10,-2,-3
Nc1cc(=O)[nH]c(SCC(=O)Nc2ccc(Oc3ccccc3)cc2)n1,0.3,-2,-1,3,2,7,4,7,-10
Cc1cccc(NC(=S)N2CCN(C(=O)c3ccco3)CC2)c1,0.7,3,-11,-8,7,5,12,-13,-2
CCC1CN(C(=O)N2CCC(C(=O)NCc3ccccc3C)CC2)c2ccccc2O1 (stereo not given),11,-16,-28,6,-6,7,5,16,1
CC(=O)Nc1ccc(CNC(=O)C[N+]2(C)CCOCC2)cc1,1.0,-14,-3,-3,5,13,5,4,-5
CC(C)(C)C1c2[nH]c3ccccc3c2CCN1CCCn1cccn1 (stereo not given),0.1,-4,2,1,-3,0,3,-2,-10
CC1(C)CC(=O)C=C(c2ccc(Oc3ccccc3)cc2)C1,-0.3,-23,-25,-6,3,4,9,22,-6
COc1ccc(OC)c(NC(=O)Cn2cccc2)c1,0.4,-2,-12,-3,4,9,nt,nt,-4
Nc1c(N(Cc2ccccc2)C(=O)COc2cccc(Cl)c2)c(=O)[nH]c(=O)n1Cc1ccccc1,0.6,-2,-14,-2,1,10,4,-14,0
COc1cccc(C2C(C#N)=C(N)Oc3cc(C)[nH]c(=O)c32)c1OC (stereo not given),-0.3,-4,-1,-7,3,12,1,-5,-4
Nc1ncnc2nc(SCCc3ccccc3)[nH]c12,0.0,-1,4,-6,7,15,4,2,-4
Cc1ccc(NC(=S)Nc2cccc3ccccc23)cc1F,2.4,-6,-8,-7,7,8,2,15,-2
Cc1csc2c(=O)n3c(nc12)CCCCC3,-0.3,-8,5,3,-5,2,12,-9,-9
CCOCCC(=O)Nc1ncc(S(=O)(=O)c2ccc([N+](=O)[O-])cc2)s1,1.4,-11,nt,-10,10,16,22,3,5
CC1C=CCC2C(=O)N(c3cccc(C(=O)NCCc4ccccc4)c3)C(=O)C12 (stereo not given),0.1,6,-10,-14,17,-27,2,6,1
CNC(=O)/C(C#N)=C/c1c(N2CCCCCC2)nc2ccccn2c1=O,1.2,-7,-8,-4,1,2,13,10,-6
O=C(c1ccccc1)N1CCN(Cc2ccccc2)CC1,0.1,-6,-15,-4,2,1,2,6,-9
Cn1c(NCC(O)c2ccccc2)nc2c1c(=O)n(Cc1ccc(Cl)c(Cl)c1)c(=O)n2C (stereo not given),0.5,-8,-28,-25,5,20,22,37,-1
COc1ccc(NC(=O)C(c2cc3c(cc2[N+](=O)[O-])OCO3)N(C)C)cc1 (stereo not given),2.1,-12,-7,4,5,20,0,-3,-6
CCc1nc2ccc(C(=O)N3CCN(c4cccc(C(F)(F)F)c4)CC3)cc2nc1CC,-0.2,-17,-33,47*,-23,18,-1,-16,-6
Cc1cc(C(=O)COc2ccc(Br)cc2F)c(C)n1CC1CCCO1 (stereo not given),0.4,-13,nt,-3,0,16,0,-1,-4
CN(/C(=N/S(=O)(=O)c1cccs1)c1ccccc1)c1ccc(O)cc1,0.8,-1,3,3,3,-5,2,-5,-1
COC(=O)/N=C(/Cc1ccc(OC)cc1)c1ccc(OC)cc1,-0.4,-22,6,0,1,3,-2,5,-4

# Further compounds
SMILES,CHO-K1 Ca ag,CHO-K1 Ca antag,CHO parental Ca,CHRM1 antagonist,CHRM1 PAM,CHO-K1 Ca PAM,TAAR1 ag,TAAR1 antag,M1 ag
COc1cc(C(=O)Nc2cccc(C(C)=O)c2)cc(OC)c1OC,5.2,-4,-8,-8,7,11,5,17,0
CCC(C)Oc1ccc(C(=O)Nc2ccc(CN3CCOCC3)cc2)cc1 (stereo not given),2.6,6,nt,1,-6,-10,8,7,-5
Cc1cc(C)cc(NC(=S)Nc2ccc(Cl)c(Cl)c2)c1,8.4,23,-2,10,-13,5,6,26,-1
O=C(NCc1ccccc1)C1CCC1,-0.2,5,8,0,2,6,1,4,-3
N#Cc1ccccc1OCC(=O)NCc1ccccc1CN1CCCC1,0.1,-8,-9,5,0,-18,1,2,-9
COc1ccc2cc(C#N)c(SCC(=O)Nc3nonc3C)nc2c1,0.9,1,-8,1,0,-9,4,-6,-3
CC(C)OCCCNC(=O)COc1ccc2oc3c(c2c1)CCCC3,0.4,-3,-12,-10,-7,-13,-2,-7,-4
COC(=O)CCCC(=O)N(C)CC1CCCN(CCc2ccccc2C)C1 (stereo not given),0.6,-4,-16,18,-13,-8,1,-4,-9
Cc1ccc(N=C2NC(=O)/C(=C/c3cccn3C)S2)c(C)c1,4.5,-21,-17,-16,13,25,7,-30,1
Cc1cc(N/N=C/c2ccc(Cl)cc2)nc(NCc2ccccc2)n1,0.0,-2,-24,3,-3,5,40*,34,-8
O=C(NC(=S)Nc1ccccc1C(=O)O)c1ccc2ccccc2c1,-0.6,-1,-5,-5,5,-7,-3,-42,-2
O=C(NC(=S)Nc1ccc(S(=O)(=O)N2CCCCCC2)cc1)c1cccs1,1.2,-4,-9,-9,4,21,5,28,-7
COc1ccccc1NC(=O)C1=C(C)NC(=O)NC1c1ccc(C)s1 (stereo not given),-0.1,1,-15,-3,6,0,4,9,-4
COC(=O)CNC(c1ccccc1)c1cc(Br)ccc1NC(=O)CCN1CCOCC1 (stereo not given),0.1,-3,-15,-7,10,15,5,4,-7
NCc1nc(-c2ccc(Cl)cc2)no1,2.5,2,-1,5,7,10,4,12,-5
CN(C)C(=O)C1Cc2ccccc2CN1S(=O)(=O)c1cccs1 (stereo not given),0.4,-4,-2,-1,-4,18,6,-13,-3
CC(C)(C)c1cc(C(=S)N2CCN(CCO)CC2)cc(C(C)(C)C)c1O,0.5,-30,-7,-2,-1,21,12,1,-6
CCOC(CNCc1cc(C)c2[nH]c3ccccc3c2c1C)OCC,3.9,-5,nt,-6,5,18,3,-13,1
COC(=O)CCC(=O)c1ccn(S(=O)(=O)c2ccccc2)c1,0.7,-4,-16,-1,15,11,6,-11,1

# Two of these compounds, reformatted:
> COc1ccccc1NC(=O)C1=C(C)NC(=O)NC1c1ccc(C)s1 (stereo not given)
- CHO-K1 Ca ag = -0.1
- CHO-K1 Ca antag = 1
- CHO parental Ca = -15
- CHRM1 antagonist = -3
- CHRM1 PAM = 6
- CHO-K1 Ca PAM = 0
- TAAR1 ag = 4
- TAAR1 antag = 9
- M1 ag = -4

> COC(=O)CNC(c1ccccc1)c1cc(Br)ccc1NC(=O)CCN1CCOCC1 (stereo not given)
- CHO-K1 Ca ag = 0.1
- CHO-K1 Ca antag = -3
- CHO parental Ca = -15
- CHRM1 antagonist = -7
- CHRM1 PAM = 10
- CHO-K1 Ca PAM = 15
- TAAR1 ag = 5
- TAAR1 antag = 4
- M1 ag = -7

# Screening results deposited in PubChem by The Scripps Research Institute Molecular Screening Center.
